Platelet DG rel: modulates dense granule release in human platelets. 300,000 tested, 0.22% active. human platelet-rich plasma, SFLLRN dense granule ATP release, luminescence. inhibition, %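 (compounds screened at 7.5 µM in platelet-rich plasma)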;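 active means mean replicate score, as percent of positive control, at or above 50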
KLF5 inh: inhibitors of KLF5 expression. DLD-1 KLF5 promoter-luciferase reporter, luminescence. inhibition, % at 5 µM. 290,000 tested, 0.23% active;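 active means inhibition above a per-plate limit of that plate's mean compound inhibition plus 3 SD, cut at about 60% in these data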;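 further: 0% = DMSO wells and 100% = LY294002 at 200 µM; higher means less KLF5 promoter-driven luciferase light; inactives centre near -14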
HIF activator: HIF pathway transcriptional activation | U2OS HRE-luciferase reporter, luminescence; normalized: DMSO 0%, desferrioxamine 100% | activation, % at 7.5 µM (by protocol) | 300,000 tested, 0.32% active;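 active means mean activation of at least 10% of the iron chelator positive control signal, with at least half of replicates also reaching 10%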
AI-2 QS modul: modulates the Vibrio harveyi AI-2 quorum sensing system. 300,000 tested, 0.4% active. Vibrio harveyi JMH597 AI-2 luminescence/OD600 ratio, 9 h; hits give low values; strain lacks LuxN and CqsS sensors; 0 = neutral-control median. activity change, % at 7.5 µM; in the data active means activity change below about -75%, passing the limit was not always enough;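 further: luminescence divided by OD600 gain over 9 h not by final OD600 alone; inactives centre near 13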
HSP90 inh: HSP90 refolding inhibition in rabbit reticulocyte lysate. 290,000 tested, 0.91% active. AID 1789. luciferase refolding luminescence, 3 h. inhibition, % at 5.6 µM;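 active means inhibition above the screen-wide mean plus 3 SD, computed separately per campaign, cut at about 16% in these data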;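 further: 0% = DMSO wells and 100% = 60 µM geldanamycin wells; inhibitors lower the luminescence because luciferase stays unfolded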
IEC-6 cytotox: IEC-6 cytotoxicity, counter-screen for KLF5 inhibitors. inhibition, % at 5 µM. luminescence viability. 290,000 tested, 0.78% active; in the data active means inhibition above about 22%;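 further: 0% = plate median of test compound wells and 100% = cytotoxic reference compound wells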
HSF1 inhib: HSF1 inhibition | AID 2098 | NIH3T3-HGL HSE-luciferase, MG132-induced, luminescence 8 h; hits give low values | 300,000 tested, 0.77% active | activity change, negative = inhibition, % at 7.5 µM (by protocol);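 active means more than half of replicate wells show activity change below -50%, luminescence cut by over half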;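 further: luciferase reports HSF-1 transcriptional activity via heat shock element; 0% = median of DMSO wells and -100% = zero luminescence signal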
SKKanGAS inh: inhibitors of SKKanGAS S. pyogenes growth in kanamycin (SK-promoter or general growth effect); BacTiter-Glo, 6 h; inhibition, % at 7.5 µM; 300,000 tested, 1.3% active;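 active means mean replicate score, as percent of positive control median, at least 50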;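 further: strain carries kanamycin resistance gene driven by streptokinase promoter and grows in 40 µg/ml kanamycin; loss of luminescence reflects streptokinase promoter inhibition or plain growth inhibition; 0% = median of DMSO wells and 100% = positive control at its reference dose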
HSF1 activator: increases HSF-1 driven luciferase reporter signal; NIH3T3-HGL HSF-1 luciferase reporter, MG132, 8 h; 100% = twice DMSO control signal; activation, % at 9 µM; 300,000 tested, 1.7% active; AID 504408;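 active means mean replicate activation of at least 50% with a set share of replicates each reaching 50%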;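 further: 0% = median of the neutral control wells and 100% = twice that signal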
aSyn 5UTR inh: 5' untranslated region of α-synuclein, MLPCN primary screen; 300,000 tested, 0.82% active; inhibition, % (tested at 7.5 µM); alpha-synuclein 5'UTR reporter, inhibitor activity; AID 1813; in the data active means inhibition above about 60%;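 further: H4 neuroglioblastoma cells stably carrying SNCA 5'UTR luciferase fusion; 0% = DMSO wells and 100% = positive control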
An asterisk follows results filed as active; · = no result given.

Structure	Platelet DG rel	KLF5 inh	HIF activator	AI-2 QS modul	HSP90 inh	IEC-6 cytotox	HSF1 inhib	SKKanGAS inh	HSF1 activator	aSyn 5UTR inh
CCOC(=O)Cc1nnc(NC(=O)CSc2nnc3c4ccccc4n(C(C)C)c3n2)s1	4	-3	-0.3	50	0	1	-2	17	-4	23
Cc1ccc(CSc2nnc([C@@H]3CCCN3C(=O)OC(C)(C)C)o2)cc1	0	-26	-0.1	3	2	0	-1	0	-5	11
CC(C(=O)NCCc1ccc(S(N)(=O)=O)cc1)N1C(=O)CC(C)(C)Sc2ccccc21 (stereo unspecified)	12	8	-5.3	14	-1	8	-1	4	5	3
O=C(c1ccccc1F)N1CCCC(c2ccccc2)C1 (stereo unspecified)	-1	-1	-0.4	-7	-1	0	-1	1	-2	20
Cc1cc(=O)[nH]c(N/N=C/c2ccco2)n1	4	-38	0.3	6	3	5	-4	-1	4	-6
CCOC(=O)Nc1ccc(Oc2ccccc2)cc1	-4	-67	1.3	-95*	-2	4	19	9	35	-96
C=CCNC(=O)c1ccc2c(c1)N(CC)C(=O)c1ccccc1S2	-3	-51	-0.4	13	-2	2	9	-1	24	11
COc1cccc(OC)c1C(=O)NC(=S)Nc1ccc(N2CCOCC2)c(Cl)c1	-10	-18	0.3	18	1	2	4	5	0	-10
CC(C)(C)C1CCc2c(sc3ncn(N)c(=N)c23)C1 (stereo unspecified)	2	-15	1.4	22	-3	-3	-10	2	-5	-33
C/C(=C\c1ccc(Cl)cc1)C(=O)c1c(C)cc(C)[nH]c1=O	7	9	1.6	15	7	4	-4	2	-4	-25
CNC(=O)c1c(C)nc(SCC(=O)NCc2ccc(OC)cc2)c(C#N)c1-c1ccco1	-4	-11	-0.9	19	1	-4	-3	-7	0	0
CN(Cc1ccco1)C(=O)CCc1nc2sc3c(c2c(=O)[nH]1)CCCC3	0	-43	0.4	23	1	0	2	1	-23	-6
COc1cc(Cn2c(N)c(C#N)c3nc4ccccc4nc32)cc(OC)c1	-7	23	-0.5	14	6	-1	9	-8	-3	25
O=C(NCc1ccc(F)cc1)C1CCCN(c2cnccn2)C1 (stereo unspecified)	1	-8	-0.1	13	3	-9	2	-3	16	-2
Cc1sc(NC(=O)CN2CCOCC2)c(C#N)c1C	-4	1	-0.2	16	2	-2	5	-3	1	13
CCOC(=O)N/N=C\c1ccc(-c2cccc(C(F)(F)F)c2)o1	1	-15	0.5	-3	2	-5	-1	2	1	31
Clc1ccccc1-c1nc(-c2ccccc2)n[nH]1	-10	-42	5.2	-3	0	10	24	-2	54*	-214
COc1cc(S(=O)(=O)NC2CCCC2)c(OC)cc1C	-17	-7	0.0	50	1	-7	5	7	-3	3
COc1cccc(CN2CCC(Oc3ccc(C(=O)N4CCCCC4)cc3)CC2)c1	5	-21	2.5	26	-3	-1	-9	6	-11	6
COc1ccc(C(=O)Nc2nccs2)cc1	14	-113	3.8	21	3	2	19	-2	27	-120
CCC(C)(C(=O)NC1CCCC1)N(CC1CCCO1)C(=O)CNC(=O)c1ccccc1 (stereo unspecified)	-6	-19	-0.1	-3	2	9	1	6	8	9
CC(CC(=O)Nc1ccc(S(=O)(=O)Nc2ncccn2)cc1)c1ccccc1 (stereo unspecified)	-13	2	0.1	21	-2	-8	-9	0	-17	20
Cc1ccc(C(=O)NC(=S)NNS(=O)(=O)c2ccccc2)cc1	5	-48	-0.4	-4	-1	-5	-14	-5	-3	21
COc1cc(NC(=O)c2ccc3c(c2)OCO3)ccc1NC(=O)c1ccco1	0	0	0.1	13	-1	-2	-8	2	3	-23
Cc1n[nH]c(=S)n1Cc1ccccc1	-3	-38	0.0	27	-3	3	-2	-5	-9	8
NC(=O)CSc1nc2cc(Cl)ccc2c(=O)n1C1CCCCC1	-2	-4	0.0	20	-2	-7	0	1	35	35
Cc1cc(=O)[nH]c(SCC(=O)OCc2ccccc2)c1C#N	4	1	0.6	18	-2	-5	3	1	1	0
Cc1ccc(S(=O)(=O)N/N=C/c2ccccc2O)cc1[N+](=O)[O-]	-4	10	-0.3	26	1	-9	-5	2	-14	-13
CC(C)C(=O)Nc1ccc(-c2csc(-c3ccccc3)n2)cc1	15	-56	3.3	23	-5	2	24	-7	50	-205
CCN1CCN(c2oc(COc3ccc(Cl)cc3)nc2C#N)CC1	-1	-20	-0.1	13	3	2	-1	-19	13	14

Entries of single compounds, looked up by structure. Values in the order: Platelet DG rel	KLF5 inh	HIF activator	AI-2 QS modul	HSP90 inh	IEC-6 cytotox	HSF1 inhib	SKKanGAS inh	HSF1 activator	aSyn 5UTR inh
Cc1ccc(C(=O)NC(=S)NNS(=O)(=O)c2ccccc2)cc1 across the screens: 5	-48	-0.4	-4	-1	-5	-14	-5	-3	21
CCOC(=O)N/N=C\c1ccc(-c2cccc(C(F)(F)F)c2)o1 across the screens: 1	-15	0.5	-3	2	-5	-1	2	1	31

Continuation.
Structure	Platelet DG rel	KLF5 inh	HIF activator	AI-2 QS modul	HSP90 inh	IEC-6 cytotox	HSF1 inhib	SKKanGAS inh	HSF1 activator	aSyn 5UTR inh
CC(C(=O)OCC(=O)c1ccccc1)N1C(=O)c2ccccc2C1=O (stereo unspecified)	-3	-24	0.2	26	2	1	-2	1	13	3
CC(C)(C)OC(=O)NNc1c2ccccc2nc2ccccc12	12	-38	0.7	22	1	13	-8	5	-15	-5
COc1ccc(/C=N/NC(=O)Cn2nc(C)c([N+](=O)[O-])c2C)cc1	-8	0	0.3	8	4	2	-12	4	-4	-14
CCn1cc(CN2CCc3c([nH]c4ccccc34)C2c2cccc(OC)c2OC)c(C)n1 (stereo unspecified)	-1	-17	0.0	-1	3	6	·	-3	·	-10
NS(=O)(=O)c1ccc(NC(=O)c2cccc(Cl)c2)cc1	8	-31	0.4	13	-1	-5	8	6	12	-10
Cc1nc2ccccc2c(=O)n1/N=C/c1ccco1	0	-6	0.8	33	1	-1	-2	0	-4	2
CNC(=O)c1cc2cccc(OC)c2oc1=O	-1	-19	-0.2	6	2	-4	0	1	-9	4
COc1cccc(N(Cc2nnc3n2CCCCC3)C(=O)Nc2ccccc2F)c1	-3	-18	-0.3	1	-2	-10	2	2	20	13
Cc1cccc(-n2c(SCC(N)=O)nnc2-c2ccccn2)c1C	3	-3	2.0	30	3	-5	-23	-2	-32	-6
CC1(C)C(=O)OC(c2cccn2-c2cccc([N+](=O)[O-])c2)C2(CCCCC2)C1=O (stereo unspecified)	-7	-12	0.1	17	-6	0	9	-7	35	40
Cc1cc(N2C(=O)C3C4C=CC(C4)C3C2=O)no1 (stereo unspecified)	2	-1	-0.2	8	-3	-9	2	-4	32	4
CC(=O)CCCCn1cnc2c1c(=O)n(C)c(=O)n2C	1	-12	-0.2	35	3	5	1	-7	-2	4
CC(C)CCC(CCNCc1ccccn1)c1ccc(Cl)cc1 (stereo unspecified)	-14	4	-27	44	4	1	-5	51*	21	-15
Cc1cc(N2CCCCC2)nc(SCC(=O)c2ccccc2)n1	-3	-46	3.7	-10	2	3	19	1	43	-119
O=C(CCOc1ccccc1)Nc1ccnn1C1CCN(CCc2ccccc2)CC1	3	-18	-0.2	33	5	-7	5	6	-9	3
COC(=O)c1ccc(N2CCN(CC(=O)c3ccc(C)cc3)CC2)c([N+](=O)[O-])c1	-1	·	-0.1	21	·	·	2	10	4	-5
COc1cccc(-n2c(SCc3c(C)noc3C)nnc2-c2cccc(S(=O)(=O)N(C)C)c2)c1	4	-19	-0.2	5	2	0	-2	0	-1	6
O=C(CC(CC(=O)c1ccccc1)c1ccccc1)c1ccccc1	-4	-15	-0.4	14	8	-3	3	2	-4	22
CCOc1ccc(N2CC(NC(=O)c3cccc4ccccc34)CC2=O)cc1 (stereo unspecified)	9	·	-0.2	18	·	·	-4	-1	-2	17
CCCC(=O)C1CCN(Cc2ccccc2)CC1	1	-22	0.2	7	-4	2	-1	6	-13	-1
CCOc1ccc(N2C(=O)/C(=C/c3cccs3)N(C)C2=S)cc1	-21	-4	-0.1	5	2	-10	1	-7	-3	15
Oc1cccc(/C=N/c2c(-c3ccco3)nc3ccccn23)c1	12	-16	18*	40	1	-9	-2	2	1	-72
CC(C)C(NC(=O)/C=C/c1cccc([N+](=O)[O-])c1)C(C)C	3	-2	0.2	4	-2	-5	-2	3	4	11
Cc1nc2c3ccccc3nc(SCC(=O)c3ccc(Cl)cc3)n2n1	-14	-67	-0.5	-3	3	-1	5	23	10	37
O=C(CC1C(=O)NCCN1Cc1c(F)cccc1Cl)NCc1ccccc1 (stereo unspecified)	-8	-14	0.0	14	1	13	4	0	3	-5
Cc1ccccc1NC(=S)NC(NC(=O)c1ccco1)C(Cl)(Cl)Cl (stereo unspecified)	23	-32	·	-2	-5	-7	5	-3	-9	17
CCOC(=O)c1cccc(NC(=O)CN2CCN(c3ccc(OC)cc3)CC2)c1	-1	1	-0.9	0	-3	-3	6	-3	11	11
Cc1ccc(CSCc2ccc(C(=O)NCCCN3CCOCC3)o2)cc1	-1	11	-0.2	0	0	6	1	-4	-8	0
COc1ccc(N2C(=O)CN=C2Nc2nc(C)cc(C)n2)cc1OC	9	-21	0.0	·	-1	2	-10	0	-12	16
C=CCSc1nnc2c(n1)OC(c1ccco1)Nc1ccccc1-2 (stereo unspecified)	-6	2	0.3	1	-3	-10	4	4	-17	-42
COc1cc(/C=N/NC(=O)Cc2ccccc2)cc(OC)c1OC	7	-19	-0.8	21	-1	-3	2	-2	8	-5
Cc1sc(NC(=O)C2CCCO2)c(C#N)c1C (stereo unspecified)	7	-11	0.8	12	6	4	0	2	0	-31
CCN(CC)CCN(CC)Cc1ccccc1Br	11	-29	0.0	-3	-1	2	-5	1	7	-4
N#Cc1nc(COc2ccc(Cl)cc2Cl)oc1N1CCOCC1	15	-34	0.8	19	0	-2	15	-4	21	20
Cc1ccc2c(c1)oc(=O)n2CC(=O)c1ccccc1	9	15	-0.1	2	0	6	5	5	1	10
Cc1ccc(S(=O)(=O)N(Cc2ccccc2F)C(=O)N2CCN(C)CC2)cc1	10	·	-0.4	12	·	·	-8	-10	-7	12
CCCCN1C2=C(C(=O)CCC2)C(c2ccc(Cl)c(Cl)c2)C2=C1c1ccccc1C2=O (stereo unspecified)	-6	-7	-0.4	17	-2	-9	16	36	21	-9
O=C(NS(=O)(=O)Oc1ccc(F)c(Cl)c1)OC[C@@H]1CCCN2CCCCC12 (stereo partly specified)	-1	-28	0.1	33	-4	3	-4	-9	-2	19
CN(CC1CCCO1)S(=O)(=O)c1ccc(C(=O)NCc2ccccc2)cc1 (stereo unspecified)	-9	7	0.2	21	0	2	-3	-9	12	19
S=C(NC1CCCCC1)N1CCOCCOCCN(C(=S)NC2CCCCC2)CCOCC1	1	-12	-6.5	-26	0	-6	9	5	30	14
COc1ccccc1CNC(=O)C(=O)NCC1CCCO1 (stereo unspecified)	3	-45	0.2	7	-2	-4	5	-4	-2	-51
O=c1c(C(c2ccc(Br)cc2)c2c(O)nc3n(c2=O)CCCS3)c(O)nc2n1CCCS2	15	8	-0.5	-8	2	-3	-7	3	-19	2
CC(C)[C@H](NS(=O)(=O)c1ccc2c(c1)OCCO2)C(=O)OCC(=O)Nc1ccccc1Cl	-10	-18	-0.3	23	-1	1	1	-7	9	1

Outcome played no part in choosing rows; about 6% have a hit in one of these screens.
